From PubChem
KCNQ1 act – potentiators or activators of human KCNQ1 potassium channel. CHO-K1 KCNQ1, thallium flux FluxOR fluorescence; hits give high values. B-score at 10 µM. actives 0.35% (n = 310,000). AID 2648;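 active = fluorescence ratio B-score, a plate-corrected score, at least three library SD, with initial intensity B-score within 5 SD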
Target sequence (P51787 whole entry, looked up): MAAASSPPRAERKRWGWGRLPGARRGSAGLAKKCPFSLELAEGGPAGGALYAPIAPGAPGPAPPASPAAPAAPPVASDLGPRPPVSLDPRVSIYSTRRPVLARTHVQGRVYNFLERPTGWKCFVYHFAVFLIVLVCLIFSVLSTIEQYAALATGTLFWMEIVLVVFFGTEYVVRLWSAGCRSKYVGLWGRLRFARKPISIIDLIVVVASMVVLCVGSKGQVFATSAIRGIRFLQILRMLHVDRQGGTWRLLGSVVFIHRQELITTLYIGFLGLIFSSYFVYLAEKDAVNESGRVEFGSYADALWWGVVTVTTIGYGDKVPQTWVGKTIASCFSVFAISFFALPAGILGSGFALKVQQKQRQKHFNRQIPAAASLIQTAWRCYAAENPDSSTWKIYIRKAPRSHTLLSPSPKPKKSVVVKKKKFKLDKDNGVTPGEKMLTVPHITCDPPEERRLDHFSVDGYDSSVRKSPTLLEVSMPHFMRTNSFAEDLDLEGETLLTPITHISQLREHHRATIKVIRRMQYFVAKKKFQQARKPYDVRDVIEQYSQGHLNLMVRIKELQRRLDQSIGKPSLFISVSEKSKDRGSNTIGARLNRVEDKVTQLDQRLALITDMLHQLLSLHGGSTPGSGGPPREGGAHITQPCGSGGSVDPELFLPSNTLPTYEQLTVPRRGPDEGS
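Schedule – 37 °C overnight plating, 90-min dark dye load, 20-min compound pretreatment · System – stable KCNQ1 CHO-K1 line · Probe or stimulus – thallium- and potassium-containing depolarizing buffer · Measured by – kinetic FluxOR fluorescence, 10 s baseline plus 110 s post-stimulus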
Platelet DG rel – platelet dense granule release activity; human platelet-rich plasma, SFLLRN dense granule ATP release, luminescence; inhibition, %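 (compounds screened at 7.5 µM in platelet-rich plasma)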; actives 0.22% (n = 300,000);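 active = mean replicate score, as percent of positive control, at or above 50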
PolyA inhibitor – yeast polyadenylation inhibition; S. cerevisiae SKY197-pL101 polyadenylation reporter, beta-gal luminescence; efflux-impaired pdr1/pdr3 knockout yeast; score 100 = 6 SD above DMSO; calls only at 12 µM; actives 0.02% (n = 300,000);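 active = lowest replicate activity score at least 50, where 100 means six control SD above control mean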;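 note: yeast exposed to compound for 9 h at 30 °C; higher score means more reporter readthrough which indicates perturbed polyadenylation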
TRPC4 potent – TRPC4 (mouse) allosteric potentiation; Q9QUQ5; HEK293 TRPC4beta/mu-opioid, DAMGO EC20, Fluo-4 Ca2+ flux; hits give high values; B-score at 10 µM; actives 0.42% (n = 310,000); AID 2227;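 active = B-score of calcium response area above 5 SD of library B-scores, with initial fluorescence ratio within 5 SD of library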;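 note: B-score of integrated fluorescence ratio over time as area under calcium response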
Dyrk1A ADPGlo – blocks rat Dyrk1A kinase activity; actives 0.43% (n = 310,000); inhibition, % at 12.5 µM; Q63470; ADP-Glo luminescence, NFATc1 peptide; AID 504441; in the data active = inhibition above about 50%;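 note: plate controls were vehicle with enzyme for no effect and no enzyme for full effect; many of its hits are not listed in these tables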
TRPC4 block – inhibitors of mouse TRPC4 channel | actives 0.39% (n = 300,000) | B-score at 10 µM | HEK293 TRPC4beta/mu-opioid, DAMGO-evoked Fluo4 calcium flux; hits give low values | AID 2247 | Q9QUQ5;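 active = B-score over 3 SD under the library average, no early fluorescence shift, positive overall ratio signal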
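Material: HEK293 cells with stable TRPC4beta plus mu-opioid receptor expression; probe or stimulus: DAMGO in two steps, submaximal then maximal; technique: Fluo4 calcium fluorescence by kinetic imaging, 5 s 1 Hz baseline; measure: integrated fluorescence ratio relative to baseline, converted to per-well B score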
KCNK9 block – human KCNK9 channel inhibition. Q9NPC2. HEK293 KCNK9, FluxOR thallium flux fluorescence; hits give low values. B-score at 10 µM. actives 1.2% (n = 310,000);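 active = ratio B-score over 3 SD below the library mean, with starting fluorescence within 5 SD of its mean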;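 note: negative B-score means less thallium flux so channel inhibition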
KCNK3 inh – human KCNK3 channel inhibition, primary screen; CHO-KCNK3 thallium flux, FluxOR fluorescence; hits give low values; B-score at 10 µM; actives 0.84% (n = 340,000);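 active = B-score under library mean minus 4 SD, starting fluorescence ratio at most library mean plus 5 SD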;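 note: more negative B-score means stronger inhibition of thallium flux through KCNK3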
Target sequence (O14649 whole entry, looked up): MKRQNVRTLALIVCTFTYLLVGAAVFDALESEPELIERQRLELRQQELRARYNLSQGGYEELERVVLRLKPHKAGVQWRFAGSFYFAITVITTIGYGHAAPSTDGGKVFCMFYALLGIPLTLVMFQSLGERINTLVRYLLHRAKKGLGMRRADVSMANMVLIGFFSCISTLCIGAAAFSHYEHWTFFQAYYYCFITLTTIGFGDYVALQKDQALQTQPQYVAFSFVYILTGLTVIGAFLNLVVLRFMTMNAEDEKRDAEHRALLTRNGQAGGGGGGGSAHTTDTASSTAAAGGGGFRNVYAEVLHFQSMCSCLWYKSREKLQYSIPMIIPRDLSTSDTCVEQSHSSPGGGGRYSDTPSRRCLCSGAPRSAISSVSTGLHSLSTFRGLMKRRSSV
KCNQ1 inh – inhibitors of human KCNQ1 potassium channel | P51787 | CHO-K1 KCNQ1, FluxOR thallium flux fluorescence; hits give high values | B-score at 10 µM | actives 1.3% (n = 310,000);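 active = compounds whose thallium flux B-score, printed positive for inhibition, exceeds three library SD while starting fluorescence stays within three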;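 note: channel opened by potassium depolarization with thallium stimulus after 20 min compound exposure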
hERG rescue – hERG (human) protection from proarrhythmic block. CHO-hERG, FluxOR thallium flux, dofetilide IC70 present. AID 1511. actives 0.51% (n = 310,000). activation (rescue from dofetilide block), less the hit threshold, % at 10 µM;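 active = activation above the mean of controls blocked by dofetilide plus 5 SD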;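 note: thallium influx through hERG after potassium depolarization seen as dye fluorescence rise; in these data hits start at about 4.7%; inactives centre near -7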
TRPC4 act – activators of mouse TRPC4 channel; B-score at 10 µM; actives 0.49% (n = 310,000); Q9QUQ5; HEK293 TRPC4beta/mu-opioid, Fluo4 calcium fluorescence; hits give high values; AID 2237;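 active = B-score above 5 SD of library B-scores, and initial fluorescence ratio not above library mean plus 5 SD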;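 note: positive B-score marks a calcium rise read as TRPC4 activation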
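Incubation: 45 min room-temperature Fluo4 loading, 110 s read / System: HEK293 cells stably co-expressing mouse TRPC4beta and mu-opioid receptor / Signal: Fluo4 fluorescence, kinetic / Control set: buffer (low) and maximal DAMGO (high) / Measure: integrated baseline-normalised fluorescence ratio, converted to per-well B score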
* hit, by the source's call; i = inactive; nt = not tested or not shown. This is a subset. The share of hits here may be higher or lower than overall.

SMILES | KCNQ1 act | Platelet DG rel | PolyA inhibitor | TRPC4 potent | Dyrk1A ADPGlo | TRPC4 block | KCNK9 block | KCNK3 inh | KCNQ1 inh | hERG rescue | TRPC4 act
CCN1CCN(CC(O)COc2ccc(C(C)=O)cc2)CC1 (stereo not given) | i | -1.7 | i | i | 2.0 | i | i | i | i | -2.9 | i
Cc1cc2sc3nc(=O)n(-c4ccccc4)c(=O)n3c2cc1C | i | 5.8 | i | i | nt | i | i | i | i | -2.1 | i
c1csc(-c2csc3nc(CN4CCOCC4)nc(NCc4ccc5c(c4)OCO5)c23)c1 | i | 0.2 | i | i | 10.0 | i | i | i | i | -18.9 | i
CC(=O)Nc1ccc(S(=O)(=O)NNC(=O)c2ccc(C)cc2)cc1 | i | 0.5 | i | i | 1.7 | i | i | i | i | 1.3 | i
CN(C)CCCN(C(=O)c1ccc(S(=O)(=O)N2CCc3ccccc32)cc1)c1nc2c(Cl)cccc2s1 | i | 5.3 | i | i | 2.0 | i | i | i | i | -16.7 | i
CC(C)(C)OC(=O)NCCCCCC(=O)N/N=C/c1coc2ccccc2c1=O | i | -1.9 | i | i | nt | i | i | i | i | -4.9 | i
CNC(=O)C(=O)Nc1c(C)cc(C)cc1C | i | -4.8 | i | i | -5.6 | i | i | i | i | -5.7 | i
COc1ccc(C(=O)NNC(=O)C(=O)NC2CCCCC2)cc1 | i | -1.5 | i | i | 1.2 | i | i | i | i | 0.2 | i
CC(C)[C@H](NC(=O)N1CCn2c1nc1ccccc12)C(=O)NCCc1ccccc1 | i | -22.2 | i | i | -0.5 | i | i | i | i | -10.0 | i
Cc1nn(Cc2ccccc2Cl)c(C)c1NC(=O)Cn1nc([N+](=O)[O-])c(Cl)c1C | i | 25.1 | i | i | 0.6 | i | i | i | i | -1.8 | i
CCc1cc2cc(C)c(C)cc2nc1SCC(=O)NNC(=O)c1ccco1 | i | -1.7 | i | i | -6.7 | i | i | i | i | -8.1 | i
CCCCN(C(=O)c1ccc2c(c1)OCCO2)c1c(N)n(CCCC)c(=O)[nH]c1=O | i | -6.5 | i | i | 4.9 | i | i | i | i | -6.7 | i
CC(C)C(NC(=O)c1ccccc1F)C(=O)NCCc1ccccn1 (stereo not given) | i | 0.0 | i | i | 4.7 | i | i | i | i | -10.8 | i
CCOC(=O)c1ccccc1OC(=O)CS(=O)c1ccccc1[N+](=O)[O-] (stereo not given) | i | -1.1 | i | i | 3.5 | i | i | i | 6* | -7.7 | i
O=C(NCCc1ccccc1)C1=CCN(S(=O)(=O)c2ccccc2)CC1 | i | -3.8 | i | i | -8.4 | i | i | i | i | -7.2 | i
O=C(NCCCn1ccnc1)/C(=C\c1ccc(Br)cc1)NC(=O)c1ccccc1 | i | -1.5 | i | i | -8.9 | i | i | i | i | -16.9 | i
Cn1c(=O)c2c(ncn2CC(=O)Nc2cccc(S(=O)(=O)Nc3ccccc3F)c2)n(C)c1=O | i | 2.5 | i | i | nt | i | i | i | i | -16.1 | i
CCn1c(=O)c2sccc2n2c(CCCC(=O)NC3CCN(Cc4ccccc4)CC3)nnc12 | i | -7.0 | i | 14* | 0.3 | i | i | i | i | -10.6 | i
COc1ccc(NC(=O)Nc2nc3ccccc3s2)cc1 | i | -0.9 | i | i | 8.1 | i | i | i | i | -8.5 | i
COC(CNC(=O)c1cc(-c2ccncc2)nc2ccc(S(=O)(=O)N3CCOCC3)cc12)OC | i | 3.2 | i | i | -1.6 | i | i | i | i | -5.4 | i
CSc1ccc(CCNC(=O)c2ccc(CS(=O)Cc3ccc(Cl)cc3)o2)cc1 (stereo not given) | i | 0.1 | i | i | 3.3 | i | i | i | i | -12.6 | i
O=C(O)c1ccc(NC(=O)c2cn(-c3ccccc3)nc2-c2ccccc2)cc1 | i | 0.2 | i | i | -0.8 | i | i | i | i | -9.3 | i
Fc1ccc(Br)cc1C1C=C(c2ccc(Br)s2)Nc2ncnn21 (stereo not given) | i | -2.2 | i | i | 3.8 | i | i | i | i | -11.0 | i
COc1ccc(/C=N/NC(=O)c2c(C)nnn2-c2nonc2N)cc1OC | i | -6.8 | i | i | nt | i | i | i | i | -12.6 | i
CCc1n[nH]c(=S)n1/N=C/c1ccc(NC(C)=O)cc1 | i | -1.2 | i | i | 17.5 | i | i | i | i | 0.5 | i
Later entries
SMILES | KCNQ1 act | Platelet DG rel | PolyA inhibitor | TRPC4 potent | Dyrk1A ADPGlo | TRPC4 block | KCNK9 block | KCNK3 inh | KCNQ1 inh | hERG rescue | TRPC4 act
Nc1scc(-c2ccncc2)c1Cl | i | -8.4 | i | i | 0.4 | i | i | i | i | -3.3 | i
CC(C)(C)OC(=O)N1CCC(C(=O)N2CCCCCC2)CC1 | i | -35.6 | i | i | 7.0 | i | i | i | i | -5.6 | i
Cn1ncc(Br)c1NC(=O)Nc1ccc(OC(F)(F)F)cc1 | i | -15.9 | i | i | 2.5 | i | i | i | 8* | -11.6 | i
Cc1cccc(N2CCN(C(=O)NC3CCCCC3)CC2C)c1 (stereo not given) | i | 2.9 | i | i | 0.8 | i | i | i | i | -4.1 | i
O=C(Nc1ccc(N2CCCCC2)c(C(=O)O)c1)c1ccco1 | i | 6.1 | i | i | -1.7 | i | i | i | i | -2.7 | i
CC1CCN(S(=O)(=O)N2CCC(C(=O)NC3CCCC3)CC2)CC1 | i | -1.7 | i | i | 1.2 | i | i | i | i | -8.5 | i
Cc1ccccc1CN(C)CCc1ccccn1 | i | -3.6 | i | i | -6.2 | i | i | i | i | -5.6 | i
Cc1ccc(S(=O)(=O)NC(=O)Nc2ccc(OC(F)F)cc2)cc1 | i | -0.8 | i | i | nt | i | i | i | i | -6.8 | i
COc1ccc(-n2cnc3cc(NS(=O)(=O)c4ccccc4)ccc32)cc1 | i | 8.2 | i | i | -1.4 | i | i | i | i | -5.3 | i
COc1ccc(C2CC(c3cccc(C)c3)n3ncnc3N2)cc1 (stereo not given) | i | 7.5 | i | i | -0.5 | i | i | i | i | -5.2 | i
O=C(NC(=S)NC1CCCC1)c1ccccc1Br | i | 8.2 | i | i | -1.5 | i | i | i | i | -3.3 | i
Cc1cccc(NC(=O)c2ccc(S(=O)(=O)N3CC(C)OC(C)C3)cc2)n1 (stereo not given) | i | 3.8 | nt | i | 6.4 | i | i | i | i | -13.7 | i
Brc1c(CSc2nc3ccccc3o2)nc2ncccn12 | i | -4.0 | i | i | 5.7 | i | i | i | i | -4.7 | i
CCCCOc1ccc(C(=O)N2CCCC2)cc1 | i | 10.7 | i | i | -2.3 | i | i | i | i | -11.8 | i
O=[N+]([O-])c1ccc(/C=N/n2c(-c3cccnc3)n[nH]c2=S)cc1 | i | -3.3 | i | i | 1.4 | i | i | i | i | -5.2 | i
O=C(CN1CCOCC1)Nc1ccccc1Cl | i | -6.9 | i | i | -7.3 | i | i | i | i | -1.0 | i
CCCN(CCC)c1nc(Cl)nc(NCCN2CCOCC2)n1 | i | 2.3 | i | i | -1.2 | i | i | i | i | -18.2 | i
C=CCn1c(COc2ccc(F)cc2)nnc1SCC(=O)NC1CCCC1 | i | 14.0 | i | i | 4.7 | i | i | i | i | -20.7 | i
CN(C)C(=O)c1c2c(nc3ccccc13)-c1ccccc1CC2 | i | -0.3 | i | i | -3.6 | i | i | i | i | -15.3 | i
COc1ccc(C(=O)C2CCCN(Cc3cnc(N4CCCC4)s3)C2)cc1OC (stereo not given) | i | -9.8 | i | i | 1.6 | i | i | i | i | -9.3 | i
Cc1cc(C)n2nc(SCC(=O)NC3CCCC(C)C3C)nc2n1 (stereo not given) | i | 0.0 | i | i | -0.2 | i | i | i | i | -6.1 | i
CC(=O)C1=C(O)C(=O)N(c2ccc(S(N)(=O)=O)cc2)C1c1ccccc1F (stereo not given) | i | 10.8 | i | i | 1.9 | i | i | i | i | -8.2 | i
O=C(COC(=O)c1ccccc1Nc1ccccc1F)c1ccccc1 | i | 7.9 | i | i | 3.4 | i | i | i | i | -10.2 | i
CCOc1ccc(S(=O)(=O)N2CCN(S(=O)(=O)c3ccc(C)c(C)c3)CC2)cc1 | i | -2.0 | i | i | -0.8 | i | i | i | i | -7.8 | i
CCOc1ccc(NC(=O)COc2ccc(C(=O)NC3CCCc4ccccc43)cc2OC)cc1 (stereo not given) | i | -21.4 | i | i | -0.6 | i | i | i | i | -8.7 | i
The listing continues:
SMILES | KCNQ1 act | Platelet DG rel | PolyA inhibitor | TRPC4 potent | Dyrk1A ADPGlo | TRPC4 block | KCNK9 block | KCNK3 inh | KCNQ1 inh | hERG rescue | TRPC4 act
Cc1noc(C)c1C(=O)Nc1nc2ccc(Cl)cc2s1 | i | -13.4 | i | i | 23.1 | i | i | i | i | -1.5 | i
CCCCOC(=O)c1ccc(NC(=O)/C=C/c2cccs2)cc1 | i | -3.4 | i | i | -2.7 | i | i | i | 13* | -13.5 | i
CCN(CC(=O)Nc1ccc(C(=O)Nc2ccc(OC)cc2)cc1)Cc1nc2ccccc2c(=O)[nH]1 | i | 9.3 | i | i | 7.9 | i | i | i | i | -10.3 | i
Cc1cc(N2CCN(C)CC2)nc2ccc(NC(=O)CCC(=O)N3CCN(c4ccc([N+](=O)[O-])cc4)CC3)cc12 | i | -3.5 | i | i | -2.4 | i | i | i | i | -10.4 | i
CC1(C)Cc2cccc(OCC(=O)N3CCN(c4ccc(F)cc4)CC3)c2O1 | i | 7.2 | i | i | -6.3 | i | i | i | i | -14.4 | i
Cc1oc(-c2ccccc2)nc1CS(=O)CC(=O)NC1CCCCCC1 (stereo not given) | i | 6.7 | i | i | -7.3 | i | i | i | i | -7.2 | i
O=C(C[n+]1ccccc1)Nc1ccc(Oc2ccccc2)cc1 | i | 3.7 | i | i | nt | i | i | i | i | -5.9 | i
CN(C)CC(CCCCC(CN(C)C)C(=O)c1ccccc1)C(=O)c1ccccc1 (stereo not given) | i | -7.0 | i | i | -5.3 | i | i | i | i | -14.3 | i
Cc1c(C(=O)Nc2ccncc2)oc2c1C(=O)CC(C)(C)C2 | i | 6.7 | i | i | -0.2 | i | i | i | i | -11.9 | i
Cc1cccc(NS(=O)(=O)c2cccc(C(=O)NCC(c3ccco3)N3CCCCC3)c2)c1 (stereo not given) | i | nt | i | i | -3.5 | i | i | i | i | -15.3 | i
C/C(CCc1ccc2c(c1)OCO2)=N\NC(=O)c1ccccc1 | i | 0.7 | i | i | -3.3 | i | i | i | i | -6.5 | i
COc1cccc(CNC(=O)Cc2ccc(S(=O)(=O)N3CCOCC3)s2)c1 | i | -57.1 | i | i | -1.3 | i | i | i | i | -14.4 | i
